Source: PubChem (Johns Hopkins Ion Channel Center)
CHT inh = inhibits the human high affinity choline transporter | Q9GZV3 | CHT-expressing cells, membrane potential dye, choline response; hits give low values | B-score at 10 µM | hit rate 0.86% among 310,000;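 active = B-score over 3 SD under the library average, and starting fluorescence ratio not unusually high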;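 note: choline stimulus applied at its EC90 after an EC20 pre-addition; B-score computed on integrated fluorescence ratio after choline addition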
Target sequence (Q9GZV3 whole entry, looked up): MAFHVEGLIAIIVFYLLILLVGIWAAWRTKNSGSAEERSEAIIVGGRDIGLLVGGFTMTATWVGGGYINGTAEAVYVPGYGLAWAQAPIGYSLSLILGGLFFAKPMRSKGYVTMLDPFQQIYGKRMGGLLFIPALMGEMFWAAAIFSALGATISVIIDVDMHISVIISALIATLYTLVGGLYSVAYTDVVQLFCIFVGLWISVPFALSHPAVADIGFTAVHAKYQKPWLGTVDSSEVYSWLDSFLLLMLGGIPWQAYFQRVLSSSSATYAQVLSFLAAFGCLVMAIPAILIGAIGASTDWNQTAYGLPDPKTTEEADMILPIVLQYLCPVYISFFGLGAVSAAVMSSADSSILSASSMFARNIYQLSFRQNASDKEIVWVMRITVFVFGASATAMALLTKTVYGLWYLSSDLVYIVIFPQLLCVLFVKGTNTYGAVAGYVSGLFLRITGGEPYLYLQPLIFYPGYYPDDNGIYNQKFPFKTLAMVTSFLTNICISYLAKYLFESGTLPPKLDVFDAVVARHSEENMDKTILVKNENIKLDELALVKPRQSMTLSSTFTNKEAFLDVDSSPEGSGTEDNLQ
CHT allo act = human CHT allosteric activation | CHT-expressing cells, membrane potential dye, choline EC20; hits give high values; LV-AA mutant CHT in HEK293 cells | Q9GZV3 | B-score at 10 µM | hit rate 0.49% among 310,000;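 active = initial fluorescence not abnormally high and integrated response B-score, plate-corrected, over 3 SD above library mean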
Active calls of the source: *; i = inactive. This is a random part of the collection, and some 1.4% of all compounds hit somewhere here.

Value order: CHT inh | CHT allo act
- CC(c1nc2ccccc2o1)N1C(=O)c2ccccc2C1=O (configuration not stated)
    i | i
- COC(=O)N(C)c1ccccc1C(=O)N1CCOCC1
    i | i
- COc1ccc(OC)c(CNC(=O)CCNC(=O)Cn2ccc3ccccc3c2=O)c1
    i | i
- COc1ccc(C(=O)CSc2nc(C)cc(=O)[nH]2)cc1
    -5.6* | i
- Cc1cc(CN(C)C(=O)C2CCC(=O)N(CCc3cccc(F)c3)C2)on1 (configuration not stated)
    i | i
- CC(c1ccccc1)C1C(C#N)=C(N)OC2=C1C(=O)CC(C)(C)C2 (configuration not stated)
    i | i
- O=C(CSc1nc2sccc2c(=O)[nH]1)N1CCN(c2ccccc2)CC1
    i | i
- Cc1cc(N(C)C)nc(SC(C)C)n1
    i | i
- COc1ccc(C(CNC(=O)c2oc3ccc(OC)cc3c2C)N2CCCC2)cc1 (configuration not stated)
    i | i
- CC(=O)N1CCN(C(=O)c2ccc(OC3CCN(Cc4ccccn4)CC3)cc2)CC1
    i | i
- O=C(COC(=O)c1cccc(S(=O)(=O)N2CCN(c3ccc(F)cc3)CC2)c1)NCC1CCCO1 (configuration not stated)
    i | i
- S=c1nc(NCc2cccc(Cl)c2)c2ccccc2[nH]1
    i | i
- Cc1cc(OC2CCCCC2)nc(-c2ccccc2O)n1
    i | i
- CCc1nnc(NC(=O)CSc2nnc(Cc3cc(=O)[nH]c(=O)[nH]3)n2-c2ccc(OC)cc2)s1
    i | i
- O=C(Nc1ccc(N2CCN(Cc3ccccc3)CC2)cc1)c1ncn[nH]1
    i | i
- CCOC(=O)C1CCCN(c2c(NCCN(C)Cc3ccccc3)c(=O)c2=O)C1 (configuration not stated)
    i | i
- Cc1nc(C)c(-c2csc(Nc3cccc(O)c3)n2)s1
    i | i
- C/C(=N\Nc1nc(-c2cc(C)ccc2C)cs1)c1cc2c(ccc3ccccc32)oc1=O
    i | i
- COCCNC(=O)CSc1nc2cc3c(cc2c(=O)n1CCCC(=O)NCc1ccc(OC)cc1)OCO3
    i | i
- CCOC(=O)c1c(NC(=O)CSc2n[nH]c(N)n2)sc(CC)c1C
    i | i
- Cc1ccc(-c2ccc(S(=O)(=O)Nc3cccnc3)cc2)cc1
    i | i
- CCCCn1c(N)c(N(Cc2ccccc2OC)C(=O)C2=COCCO2)c(=O)[nH]c1=O
    i | i
- CC(=O)c1cc(-c2ccccc2)n(CC(=O)NC2CCCC2)c1C
    i | i
- O=C(N/N=C/c1ccc(O)c([N+](=O)[O-])c1)C(O)(c1ccccc1)c1ccccc1
    i | i
- CC(C)(C)c1ccc(S(=O)(=O)Nc2noc3ccccc23)cc1
    i | i
- Cc1cc(C)cc(N2CC(C(=O)Nc3cc(C)on3)CC2=O)c1 (configuration not stated)
    i | i
- CC(=O)c1ccc(NC(=O)c2sc3nc4n(c(=O)c3c2C)CCCCC4)cc1
    i | i
- O=C(CCSc1nc(-c2ccc3c(c2)OCO3)cc(C(F)(F)F)n1)NCc1ccccc1
    i | i
- COc1ccc(OC)c(S(=O)(=O)Nc2cc3c4c(c2)CC(=O)N4CCC3)c1
    i | i
- O=C(Nc1ccc(Cl)cc1)c1cccc(S(=O)(=O)Nc2ccccn2)c1
    i | i
- Cc1cnn(C(=O)c2ccccc2Br)c1
    i | i
- CC[C@H](C)[C@@H](C(=O)N1CCNCC1)n1cc([C@@H](N)CC(C)C)nn1
    i | i
- O=C(O)c1ccc(Nc2nc(-c3cccnc3)nc3ccccc23)cc1
    i | i
- CCOc1ccccc1CN1CCC(n2nccc2NC(=O)C2CCCC2)CC1
    i | i
- CC(C)N1CCC(n2nccc2NC(=O)c2ccc3c(c2)OCO3)CC1
    i | i
- O=C(COc1ccc(F)cc1)Nc1cc(S(=O)(=O)N2CCCCC2)ccc1N1CCCCC1
    i | i
- N#Cc1ccccc1OCC(=O)NC(N)=O
    i | i
- CN(c1ccccc1)S(=O)(=O)c1ccc2[nH]c(=O)[nH]c2c1
    i | i
- CCOC(=O)Oc1ccc2oc(=O)cc(C)c2c1
    i | i
- Cc1cc(C(=O)COC(=O)C2COc3ccccc3O2)c(C)n1CC1CCCO1 (configuration not stated)
    i | i
- CN(c1ccc(OCC(=O)Nc2ccc3[nH]c(=O)[nH]c3c2)cc1)S(=O)(=O)c1ccc(Cl)cc1
    i | i
- O=C(NCCO)c1ccccc1O
    i | i
- COc1ccc(NC(=O)Nc2ccccc2F)c([N+](=O)[O-])c1
    i | i
- O=C(CSc1nnnn1C1CCCC1)Nc1ccccc1F
    i | i
- CC(=O)N1CCc2c(sc(NC(=O)CS(=O)(=O)c3ccc(F)cc3)c2C#N)C1
    i | i
- CC(=O)NC(Cc1cccc(F)c1)C(=O)NC1CCN(C(=O)Nc2ccccc2)CC1 (configuration not stated)
    i | i
- O=C(O)c1ccc(N/N=C/C2=C(N3CCOCC3)C(=C\c3ccccc3)/CC2)cc1
    i | i
- COc1cc2c(cc1OC)C(C)N(C(=O)c1cc(C)on1)CC2 (configuration not stated)
    i | i
- CCOC(=O)C1CCCN(C(=O)/C=C/c2ccc(OC)cc2)C1 (configuration not stated)
    i | i
- Cn1c(Cc2cccc3ccccc23)nnc1SCc1ccc([N+](=O)[O-])cc1
    i | i

(listing goes on)
Value order: CHT inh | CHT allo act
- Cc1ccc(S(=O)(=O)NC(=O)Nc2ccc(C)cn2)cc1
    i | i
- CC(C)c1ccc2occ(-c3nn[nH]n3)c(=O)c2c1
    i | i
- Cc1cc(OC(C)C(=O)NCc2ccccn2)c2c(C)cc(=O)oc2c1 (configuration not stated)
    i | i
- COc1ccc(CNC(=O)C2(CC(=O)NC(C)(C)C)CCCC2)cc1
    i | i
- CCCCCC(O)(c1ccc(OC)cc1)C(CN1CCOCC1)c1ccccc1 (configuration not stated)
    i | i
- CSc1ncc(CN2CCN(CCC(C)C)C(CCO)C2)cn1 (configuration not stated)
    i | i
- O=C(NCc1ccccc1)N[C@@H](Cc1c[nH]c2ccccc12)C(=O)O
    i | i
- O=C(NCCN1C(=O)S/C(=C\c2cccnc2)C1=O)C1=NN(c2ccccc2)C(=O)CC1
    i | i
- CC1(C(=O)NC23CC4CC(CC(C4)C2)C3)CC1(Cl)Cl (configuration not stated)
    i | i
- COc1ccc(NS(=O)(=O)c2ccc3c(c2)OCCO3)cc1OC
    i | i
- Cc1ccc(C(=O)Nc2nnc(C)s2)cc1
    i | i
- O=C(CCc1nnc2ccc(NCc3ccco3)nn12)Nc1ccccc1F
    i | i
- O=C(CN1C(=O)C2C3C=CC(C3)C2C1=O)OCC(=O)c1ccc(Br)cc1 (configuration not stated)
    i | i
- O=S(=O)(c1cccs1)N1CCN(CCc2ccccc2)CC1
    i | i
- CC(c1ccccc1)N1C(=O)NC(NC(=O)C(C)(C)C)(C(F)(F)F)C1=O (configuration not stated)
    i | i
- Cc1ccccc1OCC(=O)N1N=C(C(F)(F)F)CC1(O)C(C)(C)C (configuration not stated)
    i | i
- COc1cccc(/C=N/Nc2ncc(C)c(=O)[nH]2)c1OC
    i | i
- COc1ccc(N(CC(=O)NCc2cccs2)S(=O)(=O)c2c(C)nn(C)c2C)cc1
    i | i
- CCOC(=O)C1=NN(C(=O)Nc2ccc(OC)cc2)C2C(=O)N(c3cccc(C(F)(F)F)c3)C(=O)C12 (configuration not stated)
    i | i
- Clc1ccc(Cc2ccc(Cl)nn2)c(Cl)c1
    i | i
- O=C(CCc1nc(-c2ccccc2)no1)Nc1cccnc1
    i | i
- CCOc1ccc(NC(=O)CSc2nc(-c3cccs3)cc(C(F)(F)F)n2)c([N+](=O)[O-])c1
    i | i
- N#Cc1ccsc1NC(=O)COC(=O)CCCSc1nc2ccccc2s1
    i | i
- O=C(NCC(c1cccnc1)N1CCOCC1)NC1CCCCC1 (configuration not stated)
    i | i
- CC1CC(C)CN(C(=O)COC(=O)CCc2nc3ccccc3c(=O)[nH]2)C1 (configuration not stated)
    i | i
- Cc1ccc2cc(CN(CCCO)S(=O)(=O)c3ccccc3F)c(=O)[nH]c2c1C
    i | i
- Cc1cc(C)cc(NC(=O)N2CCN(C/C=C/c3ccccc3)CC2)c1
    i | i
- CCCn1c(=O)c(C(=O)NNC(=O)c2ccccc2Cl)c(O)c2ccccc21
    i | i
- COc1ccc(N2C(=O)C3NN=C(C(=O)OCc4ccccc4)C3C2=O)cc1 (configuration not stated)
    i | i
- CC1=C(C(N)=O)C(c2ccc(Cl)c(Cl)c2)n2ncnc2N1 (configuration not stated)
    i | i
- CN(C)c1ccc(C(C[N+](=O)[O-])c2c(N)n(C)c(=O)n(C)c2=O)c(F)c1C#N (configuration not stated)
    i | i
- CC(=O)Nc1ccc2nc(C3CCCCC3)[nH]c2c1
    i | i
- COc1ccc(-c2nc3n(n2)C(c2cccnc2)C(C(N)=O)=C(C)N3)cc1 (configuration not stated)
    i | i
- CCC1(c2ccccc2)NC(=O)N(CC#N)C1=O (configuration not stated)
    i | i
- Cc1ccc(C)n1NC(=O)c1ccccc1Cl
    i | i
- O=C(c1cc2sccc2n1Cc1ccccc1)N1CCc2ccccc21
    i | i
- Cc1nn(-c2ccccn2)c(C)c1Oc1ccccc1O
    i | i
- CCOCCOC(=O)C1=C(C)Nc2ccc(C)cc2S1
    i | i
- COc1ccccc1CNC(=O)CCCN1C(=O)COc2ccc(C)cc21
    i | i
- Cc1nc2nc(CNC(=O)OC(C)(C)C)nn2c(C)c1CCC(=O)Nc1ccc2c(c1)OCO2
    i | i

Profiles, looked up by structure. Screens in order: CHT inh	CHT allo act
Cc1nc2nc(CNC(=O)OC(C)(C)C)nn2c(C)c1CCC(=O)Nc1ccc2c(c1)OCO2 across the screens: i	i
CC(=O)Nc1ccc2nc(C3CCCCC3)[nH]c2c1 across the screens: i	i
COc1ccc(-c2nc3n(n2)C(c2cccnc2)C(C(N)=O)=C(C)N3)cc1 (configuration not stated) across the screens: i	i
Cc1ccc(C)n1NC(=O)c1ccccc1Cl across the screens: i	i
CCOCCOC(=O)C1=C(C)Nc2ccc(C)cc2S1 across the screens: i	i

Carrying on:
Value order: CHT inh | CHT allo act
- COc1ccccc1NC(=O)COc1ccc(C(=O)OCC(=O)NC(C)(C)C)cc1OC
    i | i
- CCCCN=C1N/C(=C\c2ccco2)C(=O)N1c1ccccc1
    i | i
- COc1ccc(CCCNC(=O)C2CCC(=O)N(CCc3cccc(F)c3)C2)cc1 (configuration not stated)
    i | i
- Cc1cc(NC(=O)CSc2nc3c(C)cccc3cc2C)no1
    i | i
- O=C(c1ccc(Cl)c(F)c1F)N1CCCC1
    i | i
- O=[N+]([O-])c1cc(C(F)(F)F)ccc1N/N=C/c1cc2ccccc2nc1Cl
    i | i
- S=C(NCCN1CCCCC1)Nc1ccccc1
    i | i
- Cn1cnc([N+](=O)[O-])c1SCCO
    i | i
- Cc1cc(OC(=O)c2ccccc2Cl)cc(=O)n1C
    i | i
- COc1ccc(N2CCN(C(=O)CCCCCn3c(=S)[nH]c4cc5c(cc4c3=O)OCO5)CC2)cc1
    i | i
- COc1cccc(S(=O)(=O)NCc2ccc(C(=O)NCC3CCCO3)cc2)c1 (configuration not stated)
    i | i
- CSCc1c(C(=O)NC2CCCc3ccccc32)oc2ccccc12 (configuration not stated)
    i | i
- Nc1nc(SCC(=O)NCc2ccco2)[nH]c(=O)c1-c1ccccc1
    i | i
- Clc1ccc(CNC2CCN(Cc3ccccc3)CC2)cc1
    i | i
- COc1cc(NC(=S)NCc2ccc(S(N)(=O)=O)cc2)c(OC)cc1Cl
    i | i
- N=c1oc2cc(O)ccc2cc1C(=O)Nc1ccc(F)cc1
    i | i
- CC1(C)Cc2ccccc2-c2nnc(SCc3ccc(C#N)cc3)n21
    i | i
- COc1ccccc1-c1nc(C#N)c(N2CCC(Cc3ccccc3)CC2)o1
    i | i
- CC(=O)N(CCC1(C(C)C)CCOC(C)(C)C1)Cc1ccco1 (configuration not stated)
    i | i
- O=C(CCNS(=O)(=O)c1cccs1)Nc1nccs1
    i | i

Quoted at random: three compounds from above, in no set order.
Value order: CHT inh | CHT allo act
- COc1cc(NC(=S)NCc2ccc(S(N)(=O)=O)cc2)c(OC)cc1Cl
    i | i
- N=c1oc2cc(O)ccc2cc1C(=O)Nc1ccc(F)cc1
    i | i
- COc1cccc(S(=O)(=O)NCc2ccc(C(=O)NCC3CCCO3)cc2)c1 (configuration not stated)
    i | i

(further entries)
Value order: CHT inh | CHT allo act
- CCN(CC(=O)Nc1ccccc1C(F)(F)F)C(=O)CCOc1ccc(C)cc1
    i | i
- Cc1cccc(N(CC(=O)NC2CCCCC2)C(=O)CCC(=O)Nc2ccccn2)c1
    i | i
- COCCn1cc(-c2csc(N)n2)c2ccccc21
    i | i
- Cc1c(N2C(=O)/C(=C\c3ccc(N(C)C)cc3)N(C)C2=S)c(=O)n(-c2ccccc2)n1C
    i | i
- CCc1cc2cc(C)c(C)cc2nc1SCC(=O)NNC(=O)c1ccco1
    i | i
- CCn1nc(C)cc1Nc1ccccc1
    i | i
- O=C(Nc1ccncc1)c1ccc(Cl)c(S(=O)(=O)N2CCCCC2)c1
    i | i
- Cc1ccc(NC(=O)CC2NCCNC2=O)cc1 (configuration not stated)
    i | i
- COc1cc(C)ccc1OCCCOc1c(Cl)cccc1Cl
    i | i
- OCC1(Cc2ccc(F)cc2F)CCCN(CCCc2ccccc2)C1 (configuration not stated)
    i | i
- CCN(CC)S(=O)(=O)c1cc(C)ccc1SC
    i | i
- Cn1nnnc1SCc1nc2scc(-c3ccc(Cl)cc3)c2c(=O)[nH]1
    i | i
- CCC(C)NS(=O)(=O)c1ccc(NC(=O)C2CCCO2)cc1 (configuration not stated)
    i | i
- CC1CCC(N2CCN(c3ncccn3)CC2)C1 (configuration not stated)
    i | i
- Cc1ccc(S(=O)(=O)N2CCN(C(=O)N(C)C)CC2)cc1
    i | i
